# Assay outcomes: PubChem, National Center for Advancing Translational Sciences (NCATS)
# EPAC2 agonist: activates human EPAC2 exchange factor; Potency, µM (series often up to 154 µM), inactives show at the highest dose activation, usual class: activators; EPAC2 activation, biochemical qHTS; response scale: 100% = 6.5 mM cAMP response; 360,000 compounds, 0.079% hits; Q8WZA2; also: nearly all actives have a fitted effect of over 50% in size
#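 Each well held 100 nM EPAC2, 250 nM RAP1B-BODIPY-GDP and 50 uM GDP. Fluorescence, read at 5-min intervals to 30 min, was referenced to a 6.5 mM cAMP positive control.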
# FUS suppressor: rescues growth of FUS-expressing yeast; 390,000 compounds, 0.24% hits; S. cerevisiae FUS-expressing, growth rescue, OD600, 24 h; Potency, µM (highest dose often 76.6 µM), for inactives: at the highest dose growth rescue (activation), usual class: activators; AID 1347120;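 also: plate controls were DMSO vehicle for no effect and reference control for full effect; nearly all actives have a fitted effect of over 55% in size; some results filed as inactive show a strong effect at the top dose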
#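 Yeast expressing FUS under galactose induction, OD 0.005 in 2% galactose medium; compounds in a dilution series, 24 h at 30C. Growth rescue by absorbance at 600 nm; CP55940 positive control, DMSO negative.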
# EPAC2 antag: antagonists of human EPAC2; EPAC2 GEF exchange of Rap1B-BODIPY-GDP, fluorescence; Q8WZA2; 360,000 compounds, 0.18% hits; Potency, µM (highest dose often 114 µM), without a hit: at the highest dose activity, negative = inhibition, usual class: inhibitors; also: % is scaled to controls: 0 for no effect and ±100 for the full control effect; nearly all actives have a fitted effect of over 45% in size; many of its hits are not listed in these tables
# EPAC1 ag: agonists of human EPAC1; O95398; EPAC1 agonist qHTS, biochemical assay; response scale: 100% = response to 6.5 mM cAMP; Potency, µM (highest dose often 154 µM), inactives show top-dose activation, actives largely listed as activators; 360,000 compounds, 0.073% hits; also: nearly all actives have a fitted effect of over 60% in size
# Target sequence (O95398 whole entry, looked up): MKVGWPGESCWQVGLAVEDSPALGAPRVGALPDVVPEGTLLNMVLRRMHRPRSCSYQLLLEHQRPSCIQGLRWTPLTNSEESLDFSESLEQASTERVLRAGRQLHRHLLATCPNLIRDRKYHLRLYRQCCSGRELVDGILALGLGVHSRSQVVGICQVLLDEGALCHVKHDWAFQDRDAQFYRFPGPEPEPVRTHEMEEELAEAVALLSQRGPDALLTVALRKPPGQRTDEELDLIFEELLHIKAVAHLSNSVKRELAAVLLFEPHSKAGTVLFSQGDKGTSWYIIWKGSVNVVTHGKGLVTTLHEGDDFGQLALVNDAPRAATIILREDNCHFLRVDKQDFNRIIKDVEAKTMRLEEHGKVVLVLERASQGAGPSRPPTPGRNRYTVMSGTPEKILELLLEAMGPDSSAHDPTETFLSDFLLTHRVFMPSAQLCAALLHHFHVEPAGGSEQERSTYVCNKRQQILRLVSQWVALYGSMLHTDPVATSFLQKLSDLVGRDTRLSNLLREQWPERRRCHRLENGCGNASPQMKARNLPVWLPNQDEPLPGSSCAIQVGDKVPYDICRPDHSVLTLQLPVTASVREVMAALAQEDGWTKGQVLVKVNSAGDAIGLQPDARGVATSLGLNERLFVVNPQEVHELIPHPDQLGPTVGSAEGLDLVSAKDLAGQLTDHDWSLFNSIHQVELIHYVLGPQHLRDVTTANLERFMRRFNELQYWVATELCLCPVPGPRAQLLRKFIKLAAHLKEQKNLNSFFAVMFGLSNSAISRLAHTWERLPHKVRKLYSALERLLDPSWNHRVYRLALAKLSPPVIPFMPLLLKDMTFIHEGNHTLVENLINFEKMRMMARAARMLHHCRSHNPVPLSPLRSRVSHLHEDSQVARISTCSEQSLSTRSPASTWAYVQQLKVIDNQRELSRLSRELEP
#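 EPAC1 100 nM, Rap1B–BODIPY-GDP 250 nM, unlabeled GDP 50 uM; compound titration; 5 min RT; kinetic read ex480/em540 at 5-min intervals ×30 min; data normalized to 6.5 mM cAMP agonist control.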
# TDP43 rescue: TDP-43 toxicity inhibition in yeast; Potency, µM (doses to about 46.1 µM), without a hit: at the highest dose growth rescue (activation), hits mostly activators; 410,000 compounds, 1.8% hits; TDP-43 expressing yeast growth rescue, BacTiter-Glo, 24 h; also: % of control where 0% means no effect; nearly all actives have a fitted effect of over 50% in size
#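 Cell-based yeast growth screen: TDP-43 expression induced in galactose, inoculum OD600=0.02 after raffinose pregrowth to mid-log. Read-out BacTiter-Glo luminescence at 24 hr, 30 deg C; inhibition of toxicity seen as signal increase.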
# aSyn rescue: alpha-synuclein toxicity inhibition in yeast; AID 652106; 370,000 compounds, 0.14% hits; Potency, µM (top dose mostly 46.1 µM), for the others: at the highest dose growth rescue (activation), actives largely listed as activators; Yeast expressing alpha-synuclein, growth rescue, BacTiter-Glo, 24 h; also: % of control where 0% means no effect; nearly all actives have a fitted effect of over 65% in size
#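 Screening used galactose-induced yeast with toxic alpha-synuclein levels, exposed to compound for 24 hr at 30 deg C. Cell growth, read with BacTiter-Glo luminescence, gave the measured signal.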
# EPAC1 antag: blocks human EPAC1 exchange factor. O95398. EPAC1 GEF assay, Rap1b-BODIPY-GDP exchange fluorescence. Potency, µM (top dose mostly 115 µM), without a hit: at the highest dose activity change, negative = inhibition, actives largely listed as inhibitors. 360,000 compounds, 0.14% hits;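 also: plate controls were vehicle for no effect and positive control for full effect; nearly all actives have a fitted effect of over 50% in size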
# PTHR1 ag: PTHR1 (human) receptor agonism; Potency, µM (doses to about 115 µM), for inactives: at the highest dose activation, most hits filed as activators; HEK293 GP2 PTHR1 cells, GloSensor cAMP luminescence, 1 h; 410,000 compounds, 0.075% hits; also: nearly all actives have a fitted effect of over 55% in size; some results filed as inactive show a strong effect at the top dose; inactives centre near -15; many of its hits are not listed in these tables
#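 HEK-293-derived GP2 cells expressing PTHR1 and a GloSensor cAMP reporter, 3,000/well, plated overnight, given luciferin plus IBMX (each 0.5 mM as added) for 1 h at 37 °C, then compound for 1 h at 37 °C. Luminescence was read after 15 min at room temperature.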
# * = called active by the depositor; i = inactive; ? = inconclusive; / = not tested or not shown; & = joins results of further samples; [ ] = remark or other dose. Calls follow the shape of the dose curve; as a rule, active = well fitted curve in the direction sought with a large enough effect; inconclusive = small, poorly fitted or top-dose-only effect, or another doubt; inactive = no such curve, though single readings can be large; an effect the other way counts as inactive or inconclusive. Potency is read from the fitted curve at half-maximal effect. An excerpt, so the mix of outcomes need not match the whole.
SMILES,EPAC2 agonist,FUS suppressor,EPAC2 antag,EPAC1 ag,TDP43 rescue,aSyn rescue,EPAC1 antag,PTHR1 ag
O=C(c1cc(C2CCCCN2S(=O)(=O)c2cccs2)on1)N1CCOCC1 (stereo not drawn),4%,-13%,-6%,-8%,21%,-3%,5%,i
CCN1CCN(c2cc(C)c3cc(NC(=O)Cc4ccc(OC)c(OC)c4)ccc3n2)CC1,-6%,15%,5%,-18%,-11%,-3%,13%,-21%
CC1CCc2sc3c(c2C1)c(=O)n(CC(=O)O)c(=O)n3Cc1ccc(Cl)cc1 (stereo not drawn),5%,32%,-6%,-7%,-3%,-10%,-6%,-10%
Cc1cc(NC(=O)Cn2c(=O)c3c(ncn3CC(C)C)n(Cc3ccccc3)c2=O)no1,-1%,26%,8%,0%,14%,-8%,10%,i
CCc1ccc(/C=C(\C#N)C(=O)NC2CCS(=O)(=O)C2)cc1 (stereo not drawn),12%,10%,-4%,4%,13%,-12%,-8%,-57%[inhibitor]
O=C(NCc1ccc(F)cc1)C1(c2cccs2)CCOCC1,19%,4%&7%,-3%,-7%,10%&0%,0%,4%,-24%
CNc1ccc(S(=O)(=O)NC)cc1[N+](=O)[O-],-4%,?,-2%,-9%,-15%,-5%,-18%,-25%
Fc1cccc(/C=N/Nc2nc3ccccc3[nH]2)c1,-5%,-8%,8%,-1%,17%,2%,21%,i
NC(=O)c1ccc(Oc2ccc3c(c2)CCC3)c([N+](=O)[O-])c1,4%,10%,-14%,8%,?,3%,-21%,-11%
CC1=NN(c2ccc(Cl)c(C(=O)O)c2)C(=O)/C1=C\c1ccc(-c2ccc(C(=O)O)cc2)o1,12%,41%,4%,4%,-27%,-2%,32%[activator],i

# Quoted at random: 4 records from the list
SMILES,EPAC2 agonist,FUS suppressor,EPAC2 antag,EPAC1 ag,TDP43 rescue,aSyn rescue,EPAC1 antag,PTHR1 ag
Cc1cc(NC(=O)Cn2c(=O)c3c(ncn3CC(C)C)n(Cc3ccccc3)c2=O)no1,-1%,26%,8%,0%,14%,-8%,10%,i
O=C(NCc1ccc(F)cc1)C1(c2cccs2)CCOCC1,19%,4%&7%,-3%,-7%,10%&0%,0%,4%,-24%
CNc1ccc(S(=O)(=O)NC)cc1[N+](=O)[O-],-4%,?,-2%,-9%,-15%,-5%,-18%,-25%
NC(=O)c1ccc(Oc2ccc3c(c2)CCC3)c([N+](=O)[O-])c1,4%,10%,-14%,8%,?,3%,-21%,-11%

# Next structures
SMILES,EPAC2 agonist,FUS suppressor,EPAC2 antag,EPAC1 ag,TDP43 rescue,aSyn rescue,EPAC1 antag,PTHR1 ag
O=C(N/N=C/c1ccccc1Cl)c1[nH]c2ccc(Br)cc2c1-c1ccccc1,-138%[inhibitor],18%,-34%,112µM*,18%,14%,254%[activator],-33%[inhibitor]
COc1ccc(N2CCN(C(CNC(=O)C3CCCCC3)c3cccnc3)CC2)cc1 (stereo not drawn),4%,?,-3%,4%,-12%,-5%,-6%,i
COc1ccccc1NC(C)C(=O)N/N=C/c1cccs1 (stereo not drawn),9%,14%,2%,4%,-1%,3%,5%,i
CCOC(=O)c1c(C)[nH]c2cc(Br)c(O)cc12,-4%,14%,7%,2%,?,-15%,3%,-11%[57.5 µM]
Cc1cc(C)cc(NC(=O)Nc2cc(S(=O)(=O)N(C)C)ccc2C)c1,22%,10%,-5%,14%,-6%,-3%,-1%,i
CC1c2[nH]c3ccccc3c2CCN1S(C)(=O)=O (stereo not drawn),-1%,7%,-4%,-3%,6%,1%,5%,i
O=C1NC2=C(C(=O)CCC2)C(c2ccccc2Cl)N1 (stereo not drawn),23%,22%,-6%,6%,-15%,-1%,-11%,i
C=CCOc1c(Br)cc(CNc2ccc(NC(=O)C(C)C)c(OC)c2)cc1OCC,-9%,14µM*,-5%,-6%,10%,10%,-20%,i
Cc1csc(Sc2ccc(S(=O)(=O)N3CCCC3)cn2)n1,7%,-1%,-2%,-2%,0%,-6%,-25%,i
ClCc1ncc(-c2ccc(Cl)cc2)o1,3%,20%,-2%,3%,-2%,3%,-9%,-11%
COc1cc(/C=C/C(=O)N(C)CC(=O)Nc2ccccc2Br)cc2c1OCCO2,11%,10%,-7%,14%,14%,-7%,1%,-40%[inhibitor]
O=C1/C(=C/c2ccc(Br)cc2)Oc2cc(O)ccc21,16%,13%,1%,14%,-2%,4%,-3%,-17%
Cc1ccc(NCc2nnc(SCCN3CCCCC3)n2CC2CCCO2)cc1Cl (stereo not drawn),6%,-4%,4%,-2%,1%,0%,-1%,-9%[57.5 µM]
CC(=O)c1cccc(NC(=O)c2cnccn2)c1,4%,-31%,32%[activator],-5%,11%,-3%,-8%,i
CC(=O)Nc1ccc(NC(=S)NC(=O)C2CCCC2)cc1,4%,12%,-1%,7%,2%,-4%,6%,i
CCN(CC(=O)NC1CCS(=O)(=O)C1)S(=O)(=O)c1ccc(Cl)c(C(F)(F)F)c1 (stereo not drawn),-4%,-8%,-2%,5%,-12%,0%,-3%,i
CCN(CC)c1nc(-c2ccccc2)nc2c1sc(=S)n2CC,-1%,6%,-2%,-1%,5%,9%,8%,-11%
Cc1nc(N2CCC(C)CC2)c2c(C)c(C(=O)Nc3ccc(C(F)(F)F)cc3)sc2n1,-7%,4%,-11%,-7%,?,13%,-19%,-9%
CCCCNC(=O)c1cc2nc3c(c(C(F)(F)F)n2n1)CCc1ccccc1-3,-16%,15%,-7%,6%,13%,2%,1%,i
Cc1nc2c(c(C)nn2-c2ccccc2)c(C)c1CCC(=O)Nc1ccc(CN2CCCC2)cc1,15%,37%,1%,-2%,-27%,0%,-16%,i
Cc1ccc(OCC(=O)N2c3ccccc3NC(=O)C2(C)C)c([N+](=O)[O-])n1,14%,48%,2%,3%,-3%,-1%,12%,-32%[inhibitor]
Cc1ccc(CC(=O)N2CCN(c3cccc(C(F)(F)F)c3)CC2)cc1,-16%,30%,-18%,-2%,?,16%,-24%,-36%[inhibitor][57.5 µM]
O=C(NCc1ccc2c(c1)OCO2)c1cnc2n(c1=O)CCS2,10%,1%,-1%,1%,7%,-1%,-6%,-19%
COc1ccccc1OCC(O)Cn1c(=N)n(Cc2ccccc2)c2ccccc21 (stereo not drawn),0%,11%,-2%,0%,-14%,1%,-22%,-17%[57.5 µM]
O=C(Nc1ccccc1)c1cnc2n(c1=O)CCS2,4%,-13%,-10%,3%,9%,1%,3%,-16%
CN(/N=C/c1cc(Cl)cc(Cl)c1O)c1c(Cl)cccc1[N+](=O)[O-],14%,4%,-6%,16%,-2%,-10%,1%,-19%
Cc1cc(F)ccc1S(=O)(=O)Nc1ccccc1C(=O)N1CCCC1,2%,-8%,5%,-4%,15%,4.5µM*,10%,-22%
CC(=O)N[C@@H](Cc1c[nH]c2ccccc12)C(=O)OCC(=O)Nc1cc(C)on1,2%,9%,1%,-1%,-10%,10%,12%,i
C=C(C)COc1ccc(-c2nc(N)ncc2-c2ccc(OC)c(OC)c2)c(O)c1,-4%,-3%,?,10%,0%,14%,-11%,i
CC(=O)N1CCc2cc(S(=O)(=O)NCCC(=O)NC3CCCCCC3)ccc21,-3%,13%,-6%,-1%,8%,-1%,-8%,-3%
Cc1cccc(Cn2c(=O)n(-c3ccc(CC(=O)NCc4ccco4)cc3)c(=O)c3sccc32)c1,2%,15%,11%,-18%,10%,-3%,-7%,i
O=[N+]([O-])c1nn(-c2ccc3c(c2)OCCO3)n(O)c1=Nc1ccc(Cl)cc1,1%,-20%,7%,1%,14%,-18%,11%,-31%[inhibitor]
COCCOCC(O)CN1CCN(c2ccc(C)cc2)CC1 (stereo not drawn),6%,17%,-1%,-1%,-20%,-4%,-20%,i
COc1cccc(OC)c1C(=O)NC(=S)Nc1ccc(S(=O)(=O)Nc2nccs2)cc1,12%,?,-18%,-4%,-24%,0%,8%,-21%
COc1ccc(C2N(c3ccccc3)CCN2c2ccccc2)cc1O,12%,2%,-14%,3%,18%,1%,?,-6%
CCN(CC)CC(O)COc1ccccc1C(=O)CCc1ccccc1 (stereo not drawn),11%,3%,3%,13%,-3%,-1%,0%,-5%[57.5 µM]
CCNc1nc(Nc2ccc(C)c(Cl)c2)c2cnn(C)c2n1,6%,?,-2%,3%,?,4%,-8%,-19%
Cc1ccccc1NC(=O)CSCCN1C(=O)c2ccccc2C1=O,3%,-13%,1%,7%,-5%,4%,7%,i
Cc1cccnc1NC(=O)c1cccc(S(=O)(=O)N2CCN(c3ccccc3)CC2)c1,15%,30%,-1%,3%,-24%,0%,5%,-30%
O=C1NC(=O)C(CC(=O)N(Cc2cccs2)C2(C(=O)NC3CCCCC3)CCCCC2)N1 (stereo not drawn),6%,/,-3%,0%,22%,0%,-27%,-24%
CCOc1cc(/C=N/NC(=O)CSc2cccc3cccnc23)ccc1O,5%,20%,4%,0%,-17%,-2%,-5%,i
O=C(COC(=O)c1cn(-c2ccccc2)nc1-c1cccnc1)NC1CC1,6%,-21%,5%,-2%,-10%,11%,-18%,i
CCOC(=O)COc1cccc2c(=O)n(CC(=O)N3CCN(C(=O)OCC)CC3)ccc12,8%,-13%,3%,3%,4%,0%,-11%,-22%
CC(C)(CNC(=O)C1CCN(S(=O)(=O)c2cc([N+](=O)[O-])ccc2Cl)CC1)N1CCOCC1,9%,19%,11%,-5%,-1%,-1%,6%,i
CC(C)CC1C(=O)N(Cc2cn(Cc3ccco3)nn2)CCS(=O)(=O)N1Cc1ccc(-c2ccc(F)nc2)cc1 (stereo not drawn),3%,?,?,-17%,24%,1%,-15%,-56%[inhibitor]
CCOC(=O)CSCc1c(C#N)c2ccccc2n1C,0%,-2%,1%,4%,?,4%,-3%,i
COC(=O)c1cc(NC(=O)c2cccc(F)c2)cc(C(=O)OC)c1,-3%,-12%,-11%,3%,17%,0%,-11%,-1%
COC(=O)c1ccccc1NC(=O)Cn1c(=O)n(CCC(=O)NC2CCN(Cc3ccccc3)CC2)c(=O)c2ccccc21,-1%,8%,13%,7%,-16%,-1%,?,i

# Already shown: entries from further up.
SMILES,EPAC2 agonist,FUS suppressor,EPAC2 antag,EPAC1 ag,TDP43 rescue,aSyn rescue,EPAC1 antag,PTHR1 ag
COC(=O)c1cc(NC(=O)c2cccc(F)c2)cc(C(=O)OC)c1,-3%,-12%,-11%,3%,17%,0%,-11%,-1%
COC(=O)c1ccccc1NC(=O)Cn1c(=O)n(CCC(=O)NC2CCN(Cc3ccccc3)CC2)c(=O)c2ccccc21,-1%,8%,13%,7%,-16%,-1%,?,i
